Source: PubChem
Runt-CBFb FRET: Runt domain-CBFb interaction inhibition | Cerulean-Runt/Venus-CBFb FRET ratio 530/480, 1 h | inhibition, % at 20 µM | 220,000 tested, 0.46% active;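 active means inhibition over about 50% at 20 µM in the single-dose screen, limit read from the data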;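 further: 0% = DMSO wells and 100% = excess unlabeled CBFb competitor control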
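Assay system: Cerulean-Runt domain / Medium: Tris 50 mM pH 7.5, KCl, K2SO4, 0.01% BSA / Timing: protein complex preformed 1 h, compound exposure 1 h, room temperature, dark / Measured by: FRET, excitation 422 nm, emission at 530 and 480 nm / Evaluation: loss of energy transfer signal / Control set: 5 µM unlabeled CBFb as full-inhibition high control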
Ba/F3 V617F tox: reduce viability of Ba/F3 cells dependent on JAK2V617F; Ba/F3 EpoR-JAK2V617F viability, ATP luminescence; inhibition, % at 5.6 µM; 220,000 tested, 1.1% active; AID 1446;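 active means inhibition above the campaign mean plus 3 SD over all tested compounds, cut at about 24% in these data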;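 further: cytokine-independent growth of Ba/F3 cells driven by EpoR plus mutant JAK2; 0% = DMSO-treated cells and 100% = JAK inhibitor I control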
NPY1 pot ag: human NPY-Y1 potentiation or agonism, primary screen; NPY-Y1 expressing cells, potentiator/agonist activation; activation, % at 3.6 µM; 220,000 tested, 0.37% active; in the data active means activation above about 33%, passing the limit was not always enough;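 further: cells stimulated with NPY at EC10 then isoproterenol at EC100; 0% = low agonist plus stimulus and 100% = saturating agonist plus stimulus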
Target sequence (P25929 whole entry, looked up): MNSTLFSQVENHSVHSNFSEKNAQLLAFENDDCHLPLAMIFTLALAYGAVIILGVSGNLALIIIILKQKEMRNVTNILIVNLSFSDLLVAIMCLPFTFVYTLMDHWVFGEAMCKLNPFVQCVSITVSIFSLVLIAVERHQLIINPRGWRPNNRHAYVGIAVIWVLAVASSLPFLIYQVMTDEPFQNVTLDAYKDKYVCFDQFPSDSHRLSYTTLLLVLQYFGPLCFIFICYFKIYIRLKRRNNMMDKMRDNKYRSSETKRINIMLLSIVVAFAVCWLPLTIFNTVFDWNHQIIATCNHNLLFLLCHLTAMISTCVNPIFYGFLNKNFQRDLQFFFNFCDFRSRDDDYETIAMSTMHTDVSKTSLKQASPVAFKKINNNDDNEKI
S1P4 antagonist: blocks the human S1P4 receptor; inhibition, % at 4.98 µM; O95977; AID 1510; 220,000 tested, 0.26% active; S1P4-expressing cells, antagonist mode, reporter read-out; in the data active means inhibition above about 29%;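 further: 0% = wells stimulated with agonist and 100% = vehicle wells without agonist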
Target sequence (O95977 whole entry, looked up): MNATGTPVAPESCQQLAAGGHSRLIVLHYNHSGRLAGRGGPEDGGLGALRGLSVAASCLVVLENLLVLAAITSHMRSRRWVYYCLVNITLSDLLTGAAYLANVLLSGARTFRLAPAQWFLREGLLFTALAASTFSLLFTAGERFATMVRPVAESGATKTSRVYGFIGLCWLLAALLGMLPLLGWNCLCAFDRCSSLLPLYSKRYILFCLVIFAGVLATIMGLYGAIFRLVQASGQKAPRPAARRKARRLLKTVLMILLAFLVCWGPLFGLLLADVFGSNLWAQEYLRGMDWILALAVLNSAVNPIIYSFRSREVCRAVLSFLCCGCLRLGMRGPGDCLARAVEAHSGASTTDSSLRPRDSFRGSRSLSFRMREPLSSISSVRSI
RBBP9 inh: inhibitors of human serine hydrolase RBBP9; O75884; recombinant RBBP9, FP-Rh probe fluorescence polarization; inhibition, % at 7.94 µM; 220,000 tested, 0.2% active; AID 1515;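 active means inhibition above the campaign mean of all tested compounds plus 3 SD, cut at about 14% in these data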;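 further: plate controls were DMSO wells with RBBP9 for no effect and wells lacking RBBP9 protein for full effect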
Target sequence (O75884 whole entry, looked up): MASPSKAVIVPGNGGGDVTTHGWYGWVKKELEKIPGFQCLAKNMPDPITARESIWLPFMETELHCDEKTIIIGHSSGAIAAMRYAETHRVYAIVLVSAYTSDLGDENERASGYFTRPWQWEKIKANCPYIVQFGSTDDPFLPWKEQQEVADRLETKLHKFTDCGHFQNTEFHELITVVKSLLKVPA
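System: RBBP9 protein | Quantity: 2.5 µM RBBP9 dispensing solution, before mixing | Reagent: FP-Rh probe, 375 nM dispensing solution | Timing: Enzyme-compound preincubation 30 min, then probe labeling 45 min, 25 °C | Measured by: Fluorescence polarization | Read-out: % inhibition | Replication: One well per compound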
BaF3 tox: counter-screen for JAK2V617F inhibitors: parental Ba/F3 viability inhibitors; inhibition, % at 5.6 µM; 220,000 tested, 1.1% active; CellTiter-Glo ATP luminescence;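 active means inhibition above a per-campaign cutoff, the mean inhibition of all tested compounds plus 3 SD, cut at about 27% in these data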;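 further: 0% = DMSO wells and 100% = JAK Inhibitor I control wells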
S1P4 ag: human S1P4 receptor agonism; S1P4-expressing cell line, agonist reporter assay; activation, % at 4.98 µM; 220,000 tested, 0.35% active; in the data active means activation above about 11%;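 further: 0% = DMSO vehicle and 100% = reference agonist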
NPY Y1 blocker: NPY-Y1 (human) receptor antagonism. inhibition, % at 3.6 µM. 200,000 tested, 1% active. AID 1040. P25929. HEK293-CNG Y1 cells, membrane potential fluorescence; NPY at EC95, then isoproterenol;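 active means inhibition above the campaign mean inhibition of all tested compounds plus 3 SD, cut at about 20% in these data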;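 further: 0% = DMSO wells given NPY plus isoproterenol and 100% = isoproterenol alone without NPY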
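Benchmarks – high control isoproterenol alone, low control NPY with isoproterenol · Material – HEK293 Y1/CNG channel cell line · Times – dye 3 h, compound 60 min room temperature, stimulation 45 min · Probe or stimulus – NPY (25 nM), isoproterenol (1 µM), Ro 20-1724 (25 µM) · Evaluation – % inhibition of NPY effect · Signal – fluorescence, membrane potential probe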
NPY-Y2 PAM-ag: potentiators or agonists of human neuropeptide Y receptor Y2 | P49146 | 220,000 tested, 0.45% active | AID 1359 | activation, % at 3.6 µM | cells expressing NPY-Y2, potentiator/agonist read-out; in the data active means activation above about 27%;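 further: cells stimulated with NPY near EC25 plus isoproterenol at EC100; 0% = vehicle plus submaximal agonist and 100% = vehicle plus saturating agonist; some results beyond the cut were filed as inactive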
Numbers without * were called inactive; nt = no result given. Not a hit list; about 3.6% have a hit in one of these screens.

Second line of a record – Runt-CBFb FRET	Ba/F3 V617F tox	NPY1 pot ag	S1P4 antagonist	RBBP9 inh	BaF3 tox	S1P4 ag	NPY Y1 blocker	NPY-Y2 PAM-ag
CC(=O)N(C(C)=O)n1c(/C=C/c2ccc([N+](=O)[O-])cc2)nc2ccccc2c1=O
→ 0	2	4	3	-6	4	0.1	1	4
COc1ccccc1OCCC(=O)NCc1ccc2c(c1)OCO2
→ 0	2	16	-7	-1	4	-0.8	-1	-8
COC(=O)c1ccccc1NC(=O)CSc1ncn[nH]1
→ -1	-5	18	-6	-9	1	-0.3	nt	11
Cc1ccc(NC(=O)CN2CCC(Cc3ccccc3)CC2)cc1S(=O)(=O)N(C)C
→ -2	4	-21	-8	-8	1	0.0	11	-6
COc1ccc(/C=N/NC(=O)c2ccn[nH]2)cc1COc1ccc(F)cc1
→ 7	-2	-20	-1	-11	2	0.8	1	9
O=C(O)c1ccccc1-c1ccccc1C(=O)NCc1cccc(C(F)(F)F)c1
→ 1	-1	7	6	-6	0	0.0	4	4
Fc1cccc(Cn2cc(C(=S)N3CCCCC3)c3ccccc32)c1
→ 0	0	6	-10	-1	8	3.0	5	-13
CC(C1CC1)N(Cc1ccccc1)C(=O)NC(=O)c1ccc(F)cc1 (configuration not stated)
→ 0	3	-2	-8	-12	4	1.1	2	9
CCN1CCc2c(C#N)c(N3CCCCC3)nc(N3CCOCC3)c2C1
→ -1	-2	-7	-36	-4	3	0.0	4	2
Cc1ccc(NC(=O)CSc2nc3c(cc2C#N)C(=O)CCC3)cc1S(=O)(=O)N(C)C
→ -4	0	-3	-20	-2	4	0.1	-6	3
COc1cccc(OCC(O)CN2CCN(c3ccccc3)CC2)c1 (configuration not stated)
→ 0	-4	18	-3	5	-2	-1.4	nt	-17
COc1ccccc1C(=O)CSc1nnc(-c2ccco2)o1
→ -2	0	9	-14	-1	5	-0.5	5	1
Cc1ccc(C(=O)NC(C#N)=C(Cl)Cl)cc1
→ 1	11	-1	60*	2	-4	0.8	4	1
C#CCn1c(S(=O)(=O)Cc2ccccc2Cl)nc(-c2ccccc2)c1-c1ccccc1
→ 1	2	-19	4	5	5	-2.4	2	-8
COCC(C)NC(=O)c1ccc(CN2CCc3ccccc3C2)cc1 (configuration not stated)
→ -1	2	-21	3	-6	1	-1.9	2	2
CCn1c(CN2CCN(Cc3ccc(C)cc3)C(CCO)C2)nc2ccccc21 (configuration not stated)
→ -1	3	-10	-18	-1	8	0.8	0	-20
CCN(CC)CCNC(=O)c1ccc(Sc2ccc(Cl)cc2)c(NC(C)=O)c1
→ 1	-3	12	-2	-2	3	0.5	11	13
O=[N+]([O-])c1ccc(N2CCC(O)CC2)nc1
→ -2	-2	-4	-2	11	6	0.7	1	3
O=C(NCc1ccc(F)cc1)c1c(O)c2cccc3c2n(c1=O)CCC3
→ -2	-3	1	-18	-6	2	1.3	1	-2
COc1ccc(C(=O)Nc2ncc(C)s2)cc1S(=O)(=O)N1CCCC1
→ -2	9	-8	-13	-17	10	-0.7	-3	-5
CCOc1ccc(N2C(=O)/C(=C\c3ccccc3OC)S(=O)(=O)C2c2cccc([N+](=O)[O-])c2)cc1 (configuration not stated)
→ -7	-2	-4	-8	-6	6	0.5	-2	14
COC(=O)CNS(=O)(=O)c1ccc(C)cc1
→ -1	-5	13	-1	0	1	2.3	4	-7
O=[N+]([O-])c1ccc(/C=N/NC(=S)Nc2ccccc2F)o1
→ 5	2	1	2	-6	10	-1.9	1	5
CC(c1ccccc1)N1CC(C(=O)NC2CCCC2)CC1=O (configuration not stated)
→ -2	-2	-19	-3	4	0	3.3	2	-2
COc1ccc(NC(=O)/C(Cl)=C(/Cl)S(=O)(=O)Cc2ccc(C)cc2)cn1
→ 10	33*	2	60*	-7	5	2.1	-1	2
C=CCNc1nc(C)nc(OC)n1
→ -1	-2	4	1	-4	-1	0.5	-2	-14
Cc1nc2cc(NC(=O)Nc3cccc(F)c3)ccc2n1C
→ 3	10	11	3	1	-2	1.5	nt	-22
COCCCNC(=S)Nc1ccc(OC(F)F)cc1C
→ 0	1	-4	-8	4	1	0.4	-1	-6
CC(=O)Nc1cc2ccccc2oc1=O
→ 0	-2	1	-9	-4	5	0.6	3	0
CCc1nnc(NC(=O)c2cc(-c3cccnc3)nc3ccccc23)s1
→ 1	3	6	0	-2	5	2.4	-4	2
Cc1cc2ccccn2c1C(C[N+](=O)[O-])c1ccc(N(C)C)cc1 (configuration not stated)
→ -17	-2	-1	-2	0	7	0.8	3	5
CC(C)(C)NC(=O)CCCCCCCC(=O)NC(C)(C)C
→ -1	2	-2	4	-9	3	-0.5	4	0
O=C(O)c1cc(C2CC2)nc2ccccc12
→ -1	5	-23	11	-1	11	0.5	-5	2
CC(Sc1nnc(C(F)(F)F)n1C)C(=O)Nc1ccc(S(N)(=O)=O)cc1 (configuration not stated)
→ 1	1	-3	-6	-9	-2	-1.7	nt	2
COCCNC(=O)Cn1c(=O)n(CCC(=O)NCCc2ccccc2)c(=O)c2ccccc21
→ 2	-4	-14	-26	-10	-2	3.2	3	3
CCc1cc2cc(C(=O)Nc3ccc(C)cc3)sc2s1
→ 0	1	-32	-17	-1	3	3.5	15	-15
CNC(=O)OCc1cccc(COC(=O)NC)n1
→ -2	1	21	-3	-1	3	1.2	-5	2
CCC(C)(C(=O)NC1CCCC1)N(C(=O)CNC(=O)c1ccccc1)c1c(C)n(C)n(-c2ccccc2)c1=O (configuration not stated)
→ -1	3	-9	-19	-10	3	0.1	0	-9
COc1ccc(C)cc1NC(=O)CNC(C)C(=O)Nc1cc(Cl)ccc1Cl (configuration not stated)
→ 1	0	-10	-2	-3	3	-1.4	15	-9
CCCCn1c(-c2ccoc2C)n[nH]c1=S
→ -2	-2	-11	-4	-6	4	-0.1	-2	7

No new results follow: entries from further up.
Second line of a record – Runt-CBFb FRET	Ba/F3 V617F tox	NPY1 pot ag	S1P4 antagonist	RBBP9 inh	BaF3 tox	S1P4 ag	NPY Y1 blocker	NPY-Y2 PAM-ag
COc1ccc(C)cc1NC(=O)CNC(C)C(=O)Nc1cc(Cl)ccc1Cl (configuration not stated)
→ 1	0	-10	-2	-3	3	-1.4	15	-9
CCCCn1c(-c2ccoc2C)n[nH]c1=S
→ -2	-2	-11	-4	-6	4	-0.1	-2	7

The listing continues.
Second line of a record – Runt-CBFb FRET	Ba/F3 V617F tox	NPY1 pot ag	S1P4 antagonist	RBBP9 inh	BaF3 tox	S1P4 ag	NPY Y1 blocker	NPY-Y2 PAM-ag
Cc1ccc(C(=O)Nc2nnc(-c3ccco3)o2)cc1
→ 5	0	-11	-4	1	8	-2.1	-1	12
Cn1c(SCc2ccccc2)nc2ccsc2c1=O
→ -2	-1	-51	-14	6	4	1.2	-5	-7
CC(C)CNC(=O)C(=O)NN=C1CCCCCC1
→ -2	-1	-19	-17	-5	2	2.8	-3	-1
COc1ccc(-c2nnc(SCC(=O)Nc3ccc(C)cc3)n2C)cc1
→ -1	-2	-1	-1	-6	-2	0.8	-1	3
CN(Cc1ccccc1)C(=O)c1nc2ccccn2c1CNCCCOc1cccnc1
→ -2	-2	-4	-5	0	4	-0.5	3	-21
Cc1cc(-c2nnc(CCC(=O)N(C)CCc3ccccc3)o2)no1
→ 2	3	-1	7	-1	-3	-0.2	nt	-11
CC1(C)CC(=O)C2=C(C1)N(c1ccc(F)cc1)C(=O)CC2c1ccsc1 (configuration not stated)
→ 1	0	1	-27	-6	5	2.3	-3	-10
OCC1(CCOc2ccccc2)CCN(Cc2ccc3cccc(F)c3n2)CC1
→ 0	-1	-31	-8	0	5	0.5	7	-35
Cc1ccc(N2CCN(C(=O)c3ccccc3Br)CC2)c(C)c1
→ -3	1	-16	-17	-4	1	2.4	10	-14
CC1CCCCC1NC(=O)COC(=O)c1ccc2ccccc2n1 (configuration not stated)
→ 2	-3	6	-7	-7	1	3.7	-1	2
Nc1ccc(O)c(-c2nc3ccccc3s2)c1
→ 8	0	-3	-4	-7	2	-1.4	-8	-4
CN(CC(=O)Nc1ccc(F)c(Cl)c1)S(=O)(=O)c1cccc2nsnc12
→ -2	-5	-3	-2	-10	3	0.0	3	10
Brc1ccc(OCCn2ccnc2)cc1
→ -2	2	-10	-11	-4	5	1.2	-2	9
CCOc1ccccc1NC(=O)CCNC(=O)c1ccc(Cl)cc1
→ 0	-1	-19	-9	-5	1	-0.9	2	-3
Cc1ccccc1-n1nnnc1SCc1ncc(-c2ccccc2)o1
→ 6	4	-26	3	-7	8	0.1	15	-16
COC(=O)CN(c1ccc2c(c1)OCCO2)S(=O)(=O)c1ccccc1
→ 1	5	-27	6	0	8	0.8	-4	1
CC(Cl)C(=O)c1c(N)n(C)c(=O)n(C)c1=O (configuration not stated)
→ 1	-1	18	-18	7	2	-3.9	-4	3
Cc1cccc(C)c1OCCNC(=O)C(=O)NCc1ccco1
→ 0	77*	2	-5	-2	81*	-1.4	6	5
COc1ccc(C(=O)Nc2ccc3c(c2)nc(CCNC(C)=O)n3C)cc1
→ -1	4	0	-4	-9	4	-0.2	2	0
O=C(/C=C/c1cccc([N+](=O)[O-])c1)NCc1ccccc1
→ -2	1	-20	-1	2	4	-1.6	-4	16
COC(=O)C1=C(N)OC2=C(C(=O)CC(C)(C)C2)C1c1ccoc1 (configuration not stated)
→ -1	3	5	-6	-9	7	-0.2	5	9
